D3 ag: D3 dopamine receptor (human) agonism; P35462; max activation, %; hit rate 0.58% among 410,000; AID 652048; D3R DiscoveRx beta-arrestin cells, luminescence, 90 min; in the data active = max activation above about 30%; note: 0% is about no effect; mostly tested at two doses, the higher about 12 µM
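Agonist mode: compounds and dopamine controls were applied to plated cells for 90 min at 37 degrees C after an overnight attachment at 1500 cells/well. Luminescent read-out followed 30 - 60 minutes at room temperature with DiscoveRx detection reagent.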
Abeta rescue: compounds reversing amyloid beta toxicity in yeast. yeast expressing A-beta42, growth rescue, OD600, 48 h; response scale: 0% DMSO, 100% iron-clioquinol control. Potency, µM (highest dose often 46.1 µM), inactives show at the top dose growth rescue, usual class: activators. hit rate 0.063% among 410,000. AID 1347071; note: potency is the fitted concentration of half-maximal effect; nearly all actives have a fitted effect of over 55% in size
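Yeast A-beta toxicity model in growth medium with pinned compounds, 48 h at 30 C; growth read as absorbance at 600 nm. Normalized to FeCl3/clioquinol equimolar mix (positive) and DMSO (negative).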
DRD3 antagonist: antagonists of human D3 dopamine receptor; P35462; D3R cells, DiscoveRx beta-arrestin luminescence, antagonist mode; stronger effect = lower value; max response, negative = inhibition, %; hit rate 2.5% among 360,000; in the data active = max response below about -50%; inconclusive = no clear call, values can overlap the other calls; note: % is set by controls: 0 for no effect and ±100 for the full control effect; mostly tested at two doses, the higher about 12 µM
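Cells expressing the human receptor were seeded at 1500 cells/well, incubated overnight at 37 degrees C in 5% CO2, then exposed to library compounds with dopamine controls for 90 minutes at 37 degrees C before luminescent detection.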
aSyn rescue: inhibitors of alpha-synuclein toxicity in yeast. Yeast expressing alpha-synuclein, growth rescue, BacTiter-Glo, 24 h. Potency, µM (series often up to 46.1 µM), inactives show at the top dose growth rescue (activation), actives largely listed as activators. hit rate 0.14% among 370,000; note: potency is the fitted concentration of half-maximal effect; % of control where 0% means no effect; nearly all actives have a fitted effect of over 65% in size
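Rescue of yeast growth: cells expressing toxic alpha-synuclein, induced in galactose at OD600 0.02, incubated with compound 24 h at 30 C. ATP luminescence quantified growth; inhibitors of toxicity appear as activators.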
TDP43 rescue: rescues yeast growth from TDP-43 toxicity. Potency, µM (titrated, usually from 46.1 µM), for inactives: at the highest dose growth rescue (activation), usual class: activators. AID 652104. hit rate 1.8% among 410,000. TDP-43 expressing yeast growth rescue, BacTiter-Glo, 24 h; note: potency is the fitted concentration of half-maximal effect; % of control where 0% means no effect; nearly all actives have a fitted effect of over 50% in size
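In this qHTS, compounds that restore growth of yeast expressing TDP-43 appear as activators. Cells (OD600=0.02, galactose medium, raffinose-pregrown) are incubated with compound 24 hr at 30 deg C and growth is quantified by BacTiter-Glo.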
FUS suppressor: suppressors of FUS proteinopathy in yeast | S. cerevisiae FUS-expressing, growth rescue, OD600, 24 h | Potency, µM (doses to about 76.6 µM), without a hit: top-dose growth rescue (activation), actives largely listed as activators | hit rate 0.24% among 390,000;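 note: potency is the fitted concentration of half-maximal effect; plate controls were DMSO vehicle for no effect and reference control for full effect; nearly all actives have a fitted effect of over 55% in size; some results filed as inactive show a strong effect at the top dose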
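Cultures pregrown in 2.5% raffinose medium are shifted to minimal medium containing 2% galactose to express toxic FUS. Compounds are tested at several concentrations. After 24hr at 30C, growth is quantified at 600 nm absorbance.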
EPAC2 antagonist: antagonists of human EPAC2. Potency, µM (highest dose often 114 µM), for inactives: at the top dose activity, negative = inhibition, most hits filed as inhibitors. EPAC2 GEF exchange of Rap1B-BODIPY-GDP, fluorescence. hit rate 0.18% among 360,000. AID 720708; note: potency is the fitted concentration of half-maximal effect; % is set by controls: 0 for no effect and ±100 for the full control effect; nearly all actives have a fitted effect of over 45% in size; many of its hits are not listed in these tables
Target sequence (Q8WZA2 whole entry, looked up): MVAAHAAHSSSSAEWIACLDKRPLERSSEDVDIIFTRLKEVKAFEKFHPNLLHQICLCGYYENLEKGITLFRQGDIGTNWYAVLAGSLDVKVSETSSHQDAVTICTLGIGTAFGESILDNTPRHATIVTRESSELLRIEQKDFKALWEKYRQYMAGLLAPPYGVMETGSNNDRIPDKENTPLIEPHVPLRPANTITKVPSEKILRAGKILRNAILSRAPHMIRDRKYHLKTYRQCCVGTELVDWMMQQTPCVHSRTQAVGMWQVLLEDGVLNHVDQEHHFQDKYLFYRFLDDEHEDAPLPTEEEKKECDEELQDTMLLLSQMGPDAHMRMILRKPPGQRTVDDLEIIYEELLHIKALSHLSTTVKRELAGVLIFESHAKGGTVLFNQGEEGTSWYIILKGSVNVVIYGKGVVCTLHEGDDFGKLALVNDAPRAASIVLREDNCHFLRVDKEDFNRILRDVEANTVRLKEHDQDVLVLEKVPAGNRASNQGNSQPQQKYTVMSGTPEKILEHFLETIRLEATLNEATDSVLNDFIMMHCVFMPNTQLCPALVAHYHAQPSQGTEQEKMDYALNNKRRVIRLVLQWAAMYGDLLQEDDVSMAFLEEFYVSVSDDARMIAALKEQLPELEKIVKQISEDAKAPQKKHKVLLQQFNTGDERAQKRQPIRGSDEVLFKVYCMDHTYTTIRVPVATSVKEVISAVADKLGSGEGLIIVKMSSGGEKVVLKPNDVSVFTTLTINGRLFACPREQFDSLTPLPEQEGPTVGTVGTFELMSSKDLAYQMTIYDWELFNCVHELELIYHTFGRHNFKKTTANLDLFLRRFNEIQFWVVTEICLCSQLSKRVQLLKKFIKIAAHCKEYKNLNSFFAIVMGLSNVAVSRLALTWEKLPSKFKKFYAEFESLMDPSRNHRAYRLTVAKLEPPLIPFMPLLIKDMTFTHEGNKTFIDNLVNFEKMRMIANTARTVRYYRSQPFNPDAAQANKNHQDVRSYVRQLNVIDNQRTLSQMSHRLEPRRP
EPAC2 agonist: EPAC2 (human) agonism; EPAC2 activation, biochemical qHTS; response scale: 100% = 6.5 mM cAMP response; Potency, µM (highest dose often 154 µM), inactives show at the top dose activation, actives largely listed as activators; hit rate 0.079% among 360,000; note: potency is the fitted concentration of half-maximal effect; nearly all actives have a fitted effect of over 50% in size
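Fluorescence exchange assay: 100 nM EPAC2 with 250 nM RAP1B-BODIPY-GDP and 50 uM GDP; compounds tested as a concentration-titration series (qHTS). Loss of Rap1-bound BODIPY-GDP fluorescence read at 480/540 nm; data normalized to 6.5 mM cAMP.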
* = called active by the depositor; u = inconclusive; x = not tested or not shown; & = joins results of further samples; [ ] = dose if it differs, or a comment. Unless noted, calls come from the whole dose curve; as a rule, active = well fitted curve in the direction sought with a large enough effect; inconclusive = small, poorly fitted or top-dose-only effect, or another doubt; inactive = no such curve, though single readings can be large; an effect the other way counts as inactive or inconclusive. These rows are one share of the data; count on the stated rates, not on these rows.

Structure	D3 ag	Abeta rescue	DRD3 antagonist	aSyn rescue	TDP43 rescue	FUS suppressor	EPAC2 antagonist	EPAC2 agonist
CCOc1cc(-c2nc(-c3ccccc3OC)no2)cc(OCC)c1OCC	30	10%	73	-9%	-4%	-17%	10%	-58%[inhibitor]
O=C1C(c2ccccc2)NC(=S)N1C1CCCCC1 (stereo unspecified)	-13	-24%	13	u	10%	-12%	-26%	0%
CCOC(=O)N1CCc2c(sc(NCc3ccc(N(CC)CC)cc3)c2C(=O)Nc2cc(OC)ccc2OC)C1	8	-5%	x	x	19%	u	x	x
CCOc1cc(C(=O)OCC(=O)Nc2ccc(Cl)cn2)ccc1OCC(=O)N1CCOCC1	-14	-2%	-5	0%	-14%	x	-1%	-3%
O=C(CSc1oc(-c2ccccc2)nc1S(=O)(=O)c1ccccc1)c1ccccc1	53*	-7%	x	x	4%	u	x	x
CC/S(C)=N/S(=O)(=O)c1ccc(C)cc1 (stereo unspecified)	-10	-4%	5	0%	17%	x	11%	1%
CSc1nc(C)c(C(=O)Nc2ccccc2)c(C)c1C#N	-11	-7%	24	1%	14%	29%	-5%	17%
CCN(CC)S(=O)(=O)c1ccc(NC2c3ccccc3C(=O)N2c2ccc(C)cn2)cc1 (stereo unspecified)	-2	10%	10	0%	0%	2%	-6%	15%
Cc1cccc(OCC(=O)Nc2ccc(C(=O)OCc3cc(=O)n4nc(C5CC5)sc4n3)cc2)c1	1	4%	x	x	14%	-11%	x	x
CC(C)(C)SCCNC(=O)CN(c1ccc(F)cc1)S(C)(=O)=O	-15	6%	-21	-6%	-13%	-13%	-4%	5%
O=C(c1ccccc1)c1c[nH]c(C(=O)NCCCN2CCOCC2)c1	2	9%	-21	x	4%	-11%	2%	4%
C/C(=N\NC(=O)Cc1ccccc1)c1ccc(Br)s1	0	8%	0	1%	12%	-24%	13%	0%
CN1CCN(C2=Cc3ccc(Cl)cc3Sc3ccc(F)cc32)CC1	-16	-15%	-19	-4%	-26%	32%	-16%	7%
Cc1noc(C)c1COC(=O)COc1cccc2c1OC(C)(C)C2	-4	6%	21	4%	25%	-16%	8%	19%
Cn1c(=O)c2c(-c3ccccc3)n3c4ccccc4nc(-c4ccccc4)c3c2n(C)c1=O	10	10%	x	x	24%	4%	x	x
COc1ccc(CCNC(=O)C(=O)NCC2CCCN2S(=O)(=O)c2cccs2)cc1OC (stereo unspecified)	17	17%	11	1%	16%	23%	-1%	5%
CC1(C)CCC(=O)N(c2ccc(OC(F)(F)F)cc2)C1=O	-1	1%	1	-3%	1%	-18%	1%	4%
Nc1nn(-c2ccccc2)nc1C(=O)OCc1c(F)cccc1Cl	5	4%	x	0%	22%	-12%	x	x
Cc1nn(Cc2ccccc2Cl)c(C)c1NC(=O)/C=C/c1cnn(C)c1	-24	-7%	14	-4%	-9%	13%	13%	7%
COc1ccc(CNC(=O)COC(=O)Cc2ccsc2)cc1	12	-16%	13	9%	4%	5%	-3%	3%
COc1ccccc1CNC(=O)CN1C(=O)CSc2ccc(S(=O)(=O)N3CCCC3)cc21	-5&-5	-3%&-5%	-3	0%	-11%&6%	5%&23%	0%	9%
O=C(CSc1ccccc1C(=O)O)NCc1ccco1	3	7%	15	1%	-1%	u	-6%	10%
Clc1ccc(CSc2nnc(-c3ccccn3)n2Cc2ccco2)c(Cl)c1	-20	-16%	25	14%	-17%	45%	-1%	14%
Cc1noc(C)c1C(=O)OCC(=O)Nc1cc(Cl)ccc1Oc1ccccc1	2	6%	-7	11%	3%	7%	-16%	7%
CCc1ccccc1NC(=O)N1C2CCCC1CC(NC(=O)C(C)(C)C)C2 (stereo unspecified)	3	-13%	-9	-5%	11%	-28%	3%	0%
CC(=O)NC1C(=O)N(CCN2CCOCC2)c2ccc(C)cc21 (stereo unspecified)	1	-6%	-2	2%	7%	-1%	-4%	-2%
COc1ccccc1N1CCN(CCCC(=O)c2ccc(F)cc2)CC1	-88&-18	-5%	-98*	0%	11%	-15%	-14%	8%
O=c1cc(O)nc(SCc2ccccc2)n1-c1ccc(F)cc1	1	-5%	-7	-12%	13%	u	4%	-9%
Cc1ccc(NC(=O)CSc2nc3c(c(=O)[nH]2)CCC3)cc1C	-8	11%	17	9%	2%	19%	0%	3%
CC1CN(C(=O)c2cc3ccccc3oc2=O)CC(C)O1 (stereo unspecified)	15	2%	19	-8%	-21%	-2%	17%	2%
CC(C)(C)N1CC2([N+](=O)[O-])CN(C(C)(C)C)CC([N+](=O)[O-])(C1)C2	0	26%	-4	0%	22%	-42%	1%	-5%
Cc1nc(-c2ccc(F)cc2)sc1CCNC(=O)C(=O)Nc1ccc2c(c1)OCCO2	21	-2%	x	x	26%	-19%	x	x
COc1ccc(CN(C)S(=O)(=O)c2nnc(NC(=O)c3ccc(C)cc3)s2)cc1OC	8	2%	31	2%	6%	4%	-7%	3%
COc1ccc2[nH]c3c(=O)n4c(nc3c2c1)SCC4	21	-4%	16	2%	1%	9%	-5%	4%
Cc1cc([N+](=O)[O-])ccc1NC(=O)/C=C/c1cccs1	-6	0%	1	0%	7%	x	7%	-3%
O=C(NCCn1cc(SCc2ccccc2Cl)c2ccccc21)c1cccs1	2	1%	x	x	u	39%	x	x
COc1ccc(C(O)(CC(C)C)C(CN2CCOCC2)c2ccccc2)cc1 (stereo unspecified)	88*	-3%	-24	4%	9%	15%	-26%	19%
COc1ccc2oc(=O)c(C(=O)N3CCN(c4ccccc4)CC3)cc2c1	5	0%	-7	0%	28%	-4%	-2%	17%
O=C(NNC(=O)c1nn(-c2ccc(F)cc2)ccc1=O)Nc1cccc(Cl)c1	-7	3%	5	-1%	-19%[1.82 µM]	29%	9%	4%
COc1cc(-c2oc3ccc(C)cc3c(=O)c2O)cc(OC)c1OC	5	-28%	x	x	-3%	15%	x	x

Pulled by structure from the list above:
Structure	D3 ag	Abeta rescue	DRD3 antagonist	aSyn rescue	TDP43 rescue	FUS suppressor	EPAC2 antagonist	EPAC2 agonist
O=C(NCCn1cc(SCc2ccccc2Cl)c2ccccc21)c1cccs1	2	1%	x	x	u	39%	x	x
CC1CN(C(=O)c2cc3ccccc3oc2=O)CC(C)O1 (stereo unspecified)	15	2%	19	-8%	-21%	-2%	17%	2%

(list continues)
Structure	D3 ag	Abeta rescue	DRD3 antagonist	aSyn rescue	TDP43 rescue	FUS suppressor	EPAC2 antagonist	EPAC2 agonist
CC1Cc2cc(S(=O)(=O)CCC(=O)Nc3ccc(Cl)cc3F)ccc2N1C(=O)C1CC1 (stereo unspecified)	8	-6%	x	x	-6%	14%	x	x
O=C(O)c1ccc(Nc2ccc3nonc3c2[N+](=O)[O-])cc1	4	-1%	-11	4%	0%	-1%	-1%	4%
CSc1ccccc1NC(=O)c1ccccn1	8	-22%	2	-10%	10%	-22%	-10%	1%
CSc1ncc(C(=O)Nc2ccc(Br)cn2)c(C)n1	-10	-12%	-12	-7%	7%	-6%	12%	16%
O=C(O)CCn1cnc2onc(-c3cc(F)cc(F)c3)c2c1=O	4	-16%	x	x	10%	-24%	x	x
O=C(CN1C(=O)NC2(CCCCCC2)C1=O)c1ccccc1	1	12%	17	0%	14%	20%	2%	9%
COC(=O)CSCC(=O)Nc1cc2c(cc1C(C)=O)OCO2	-1	-5%	u	1%	-9%	-9%	21%[57.1 µM]	29%
C=CCc1cc(C=O)cc(OCC)c1OCc1ccc(Cl)cc1	2	0%	16	3%	u	x	-9%	-4%
CC1(c2ccccc2)NC(=O)N(CC(=O)NNC(=O)c2cccc(Cl)c2)C1=O (stereo unspecified)	-7	-18%	-4	0%	-21%	8%	0%	0%
O=C(NCc1cccc(F)c1)C1CCN(C(=O)c2sccc2-n2cccc2)CC1	5&3	11%&-13%	1	8%	10%&16%	7%&2%	8%	0%
O=C(COc1c(Br)cc(Br)cc1Br)N/N=C/c1ccco1	10	-10%	80	-3%	1%	41%	11%	-1%
O=C(Cn1cc(S(=O)(=O)c2ccc(Cl)cc2)c(=O)c2ccccc21)Nc1ccc2c(c1)OCO2	-4	-4%	x	x	6%	-1%	x	x
Cc1cccc(N2CCN(C(C(=O)NCc3ccccc3)c3ccc(F)cc3)CC2)c1C (stereo unspecified)	-13	10%	u	-8%	-9%	23%	2%	3%
Cc1cc(C2=NNC(=Nc3ccc(S(=O)(=O)N4CCOCC4)cc3)SC2)c(C)n1C	5	-1%	12	-2%	-3%	11%	0%	2%
Cc1cn2c(=O)cc(COC(=O)c3cccc(NC(=O)COc4ccccc4C)c3)nc2s1	0	1%	x	x	15%	8%	x	x
COc1ccc(-c2nc(CCNC(=O)c3cc(OC)c(OC)c(OC)c3)cs2)cc1	-8	-30%	x	x	u	37%	x	x
CCc1ccccc1NS(=O)(=O)Cc1ccccc1	-11	13%	-3	18%	7%	16%	-1%	18%
CCC(C)Sc1nnc(CNC(=O)C23CC4CC(CC(C4)C2)C3)n1C1CCCCC1 (stereo unspecified)	6	1%	11	15%	5%	u	-8%	-28%
CC1(C(=O)Nc2ccc3ccccc3c2)CCC(=O)N1CC(F)(F)F (stereo unspecified)	-2	-22%	26	3%	4%	-17%	-9%	4%
CCOc1ccc(S(=O)(=O)N2CCOCC2)cc1NC(=O)CSCC(=O)Nc1ccc(C)cc1	-13	4%	19	2%	21%	x	8%	2%
CCn1c(SCC(=O)N(C)C)nc2cc(S(=O)(=O)N3CCCCC3)ccc21	-9	-13%	-4	-7%	-11%	x	15%	-2%
Cc1c(C(=O)N2CCCCC2)sc(NC(=O)c2ccco2)c1C#N	1	-7%	27	-12%	10%	11%	6%	2%
CCOc1cc(C(=O)N/N=C/c2ccsc2)cc(OCC)c1OCC	-18	0%	u	2%	29%	x	10%	-17%
CC(=O)C1=C(C)NC2=C(C(=O)c3ccccc32)C1c1ccccc1 (stereo unspecified)	-8	u	-52*	-10%	-2%[0.397 µM]	8%	-13%	-11%
CN(C)CCCN1c2ccccc2CCc2ccc(Cl)cc21	-87&-21	8%	-104*	1%&4%	20%	-27%	2%	1%
CCCCN(CC)C(=O)CSc1c2c(nc3ccc(Cl)cc13)CCCC2	0	-6%	x	x	22µM*	35%	x	x
Cc1cc(=O)n(CC(=O)N2CCN(c3ccccc3F)CC2)c2c1c(C)nn2C	7	-22%	x	x	u	21%	x	x
